# NPY2 pot ag: NPY-Y2 potentiators or agonists, primary screen, cell-based; Neuropeptide Y receptor type 2 (Homo sapiens), P49146; cells expressing NPY-Y2, potentiator/agonist read-out; activation, % at 3.6 µM; 220,000 compounds, 0.45% hits; in the data active = activation above about 27%;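 also: cells stimulated with NPY near EC25 plus isoproterenol at EC100; 0% = vehicle plus submaximal agonist and 100% = vehicle plus saturating agonist; some results beyond the cut were filed as inactive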
# CHOP inh: inhibitors of CHOP promoter induction, primary screen, cell-based, unfolded protein response, luciferase reporter | CHO-K1 CHOP-promoter luciferase, tunicamycin-induced, 15-18 h | inhibition, % at 10 µM | 220,000 compounds, 3.8% hits | AID 2732, 2010;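 active = compounds that reduced the stress-induced luciferase reporter signal by more than about 70% of percent inhibition, limit read from the data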;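 also: 0% = tunicamycin plus vehicle and 100% = wells without tunicamycin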
# S1P4 agonist: S1P4 receptor agonists, primary screen, cell-based; S1P4-expressing cell line, agonist reporter assay; activation, % at 4.98 µM; Sphingosine 1-phosphate receptor 4 (Homo sapiens), O95977; 220,000 compounds, 0.35% hits; in the data active = activation above about 11%;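 also: 0% = DMSO vehicle and 100% = reference agonist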
# NPY-Y1 antag: NPY-Y1 receptor antagonists, primary screen, cell-based; 200,000 compounds, 1% hits; inhibition, % at 3.6 µM; Neuropeptide Y receptor type 1 (Homo sapiens), P25929; HEK293-CNG Y1 cells, membrane potential fluorescence; NPY at EC95, then isoproterenol; AID 1040, 2008;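 active = inhibition above the campaign mean inhibition of all tested compounds plus 3 SD, cut at about 20% in these data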;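 also: 0% = DMSO wells given NPY plus isoproterenol and 100% = isoproterenol alone without NPY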
#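 Test system – HEK293 Y1/CNG channel cell line · Also added – NPY agonist 25 nM, then isoproterenol 1 µM plus Ro 20-1724 25 µM · Compound dosing – one concentration, 3.6 µM, in 0.4% DMSO · Schedule – compound incubation 1 h at room temperature, readout 45 min post-stimulation · Technique – fluorescence, membrane potential probe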
# S1P4 antagonist: S1P4 receptor antagonists, primary screen, cell-based; Sphingosine 1-phosphate receptor 4 (Homo sapiens), O95977; S1P4-expressing cells, antagonist mode, reporter read-out; inhibition, % at 4.98 µM; 220,000 compounds, 0.26% hits; in the data active = inhibition above about 29%;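 also: 0% = wells stimulated with agonist and 100% = vehicle wells without agonist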
# EP2 modulator: EP2 receptor modulators, cAMP readout, primary screen, cell-based, HTRF cAMP, PGE2 stimulation; Prostaglandin E2 receptor EP2 subtype (Homo sapiens), P43116; EP2-expressing cells, cAMP HTRF FRET, PGE2 co-stimulation; induction, % at 25 µM; 260,000 compounds, 0.83% hits; AID 940, 2007;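 active = compounds whose cAMP rise, as percent of the full-agonist control response, exceeds 60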;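 also: rat C6 glioma line stably carrying human EP2 under a CMV promoter; the protocol text gives 20 µM as final concentration; 100% = response of wells given 1 µM PGE2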
# TRPN1 ag: zebrafish TRPN1 channel agonists, primary screen, cell-based, HEK293, calcium fluorescence. 220,000 compounds, 0.18% hits. HEK293 zebrafish TRPN1-YFP, Fluo-8 calcium fluorescence; 100% = response to 87 µM carbachol. transient receptor potential cation channel N1 (TRPN1/NompC), Danio rerio. activation, % at 3 µM;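 active = activation above its plate's cutoff, the mean activation of test wells on that plate plus 3 SD, cut at about 19% in these data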;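 also: 0% = DMSO alone and 100% = 87 µM carbachol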
#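 Control set: carbachol 87 µM as high control, DMSO as low control; system: HEK293 stable line with zebrafish TRPN1-YFP; read-out: % activation versus carbachol response; detection: intracellular calcium fluorescence with Fluo-8; doses: single test compound dose, 3 µM nominal, 0.3% DMSO; schedule: dye 1 h 37 °C plus 30 min RT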
# NPY-Y1 PAM-ag: NPY-Y1 receptor potentiators or agonists, primary screen, cell-based; Neuropeptide Y receptor type 1 (Homo sapiens), P25929; NPY-Y1 expressing cells, potentiator/agonist activation; 220,000 compounds, 0.37% hits; activation, % at 3.6 µM; AID 1304, 2008; in the data active = activation above about 33%, passing the limit was not always enough;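 also: cells stimulated with NPY at EC10 then isoproterenol at EC100; 0% = low agonist plus stimulus and 100% = saturating agonist plus stimulus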
# TRPML3 agonist: human TRPML3 channel agonists, primary screen, cell-based, HEK293 TRPML3-YFP, Fluo-8 calcium fluorescence, 3 µM | activation, % at 3 µM | AID 1448, 2008 | Mucolipin-3 (Homo sapiens), Q8TDD5 | 220,000 compounds, 0.29% hits | 100% = the carbachol control signal;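 active = activation above its plate's cutoff, the mean activation of the plate's test wells plus 3 SD, cut at about 12% in these data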;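 also: 0% = DMSO only wells and 100% = carbachol wells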
# Target sequence (Q8TDD5 whole entry, looked up): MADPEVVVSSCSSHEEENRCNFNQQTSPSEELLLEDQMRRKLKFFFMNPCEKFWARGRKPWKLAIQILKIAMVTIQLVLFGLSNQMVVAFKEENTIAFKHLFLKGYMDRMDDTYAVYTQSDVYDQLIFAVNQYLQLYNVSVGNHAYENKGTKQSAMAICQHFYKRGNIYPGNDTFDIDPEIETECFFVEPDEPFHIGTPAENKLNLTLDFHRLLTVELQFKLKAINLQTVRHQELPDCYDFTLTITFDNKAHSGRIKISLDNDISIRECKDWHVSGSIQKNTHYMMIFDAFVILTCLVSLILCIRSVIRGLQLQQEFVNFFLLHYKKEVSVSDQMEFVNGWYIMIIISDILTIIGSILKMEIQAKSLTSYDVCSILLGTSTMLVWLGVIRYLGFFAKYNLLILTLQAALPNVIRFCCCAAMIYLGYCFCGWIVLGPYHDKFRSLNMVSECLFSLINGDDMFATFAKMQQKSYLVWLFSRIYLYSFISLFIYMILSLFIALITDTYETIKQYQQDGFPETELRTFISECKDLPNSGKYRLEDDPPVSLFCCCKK
#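 Test system: TRPML3-YFP stable HEK293 cells. Doses: single point at 3 µM. Incubation: dye loading 1 h 37 °C then 30 min ambient, 125 s read. Signal: Fluo-8 calcium dye fluorescence, ex 470-495, em 515-575 nm. Measure: percent activation from peak-to-basal fluorescence ratio, scaled between DMSO and carbachol.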
# Numbers without * were called inactive; x = not tested or not shown; & = joins results of further samples.
SMILES,NPY2 pot ag,CHOP inh,S1P4 agonist,NPY-Y1 antag,S1P4 antagonist,EP2 modulator,TRPN1 ag,NPY-Y1 PAM-ag,TRPML3 agonist
CCN(CC)CCCNC(=O)CSc1nc2c(c(C(F)(F)F)n1)CCc1ccccc1-2,-25.0,13.4,1.3,2.2,1.4,-81.0&-23.4,-0.3,-22.3,-1.2
Cc1csc(NC(=O)CSc2nnc(CCNC(=O)c3cccs3)n2C)n1,-13.8,0.6,1.1,8.3,6.9,29.8,-0.6,-10.7,0.2
COc1ccc(CCN=C(C)C2=C(O)C(c3ccccc3)OC2=O)cc1OC (stereo not drawn),-4.2,-19.1,-1.4,-1.0,2.5,-10.3,3.9,0.0,0.6
Cc1ccc(N(Cc2cc3ccccc3[nH]c2=O)S(C)(=O)=O)cc1,12.6,11.2,-0.8,-0.3,3.7,22.8,1.8,19.2,0.8
Nc1nc(CN2CCOCC2)cs1,2.1,7.4,0.8,4.2,2.0,21.0,1.2,-13.4,1.2
COc1ccc(OC)c(NC(=O)C2CCN(C(=O)c3cccs3)CC2)c1,-1.5,19.7,-1.8,0.0,11.7,-19.5&-9.2,1.0,-9.5,0.4
CN1C=CC=C/C1=C1\SC(=S)N(c2ccccc2)C1=O,11.2,-15.2,0.2,-3.2,-19.2,31.3,0.2,-7.9,-0.7
N#C/C(=C\c1c(N2CCCCCC2)nc2ccccn2c1=O)C(=O)NC1CCS(=O)(=O)C1 (stereo not drawn),5.1,-10.2,4.8,-3.1,-12.2,15.3,0.7,6.0,0.3
CC(=O)c1c(C)n(-c2ccccc2)c2ccc(O)cc12,7.6,35.3,2.0,0.9,4.6,10.8,-2.1,-5.0,-1.2
CCSc1nnc(NC(=O)CSc2nccn2-c2cc(C)cc(C)c2)s1,-2.8,58.2,6.4,-0.7,7.8,14.7,-0.6,4.5,-0.5
Cc1ccc(-c2nc3ccccc3c(=O)n2NC(=S)N(C)C)cc1,-20.9,-1.5,0.7,11.9,-14.5,8.3,1.3,-49.8,1.1
COc1ccc2c(c1)c(CC(=O)OCC(N)=O)c(C)n2C(=O)c1ccc(Cl)cc1,-10.3,15.6,-0.4,x,-20.7,-27.8&12.1,1.2,3.2,0.9
COc1ccccc1Nc1nc(N)nc(-c2cc3ccccc3o2)n1,1.6,9.3,9.4,4.7,-13.5,-46.7,-2.0,11.8,-0.8
Cc1nc2ccc(NC(=S)NCCCO)cc2nc1C,-3.0,-28.2,3.2,-0.2,-10.8,-7.1,3.4,14.5,0.9
Nc1[nH]ncc1-c1ccccc1,8.8,-2.9,1.9,1.3,-22.0,-2.3,-0.5,-1.2,1.3
CC(C)(C)C(=O)OCCn1c(=O)c2cc3c(=O)n(CCOC(=O)C(C)(C)C)c(=O)c3cc2c1=O,-12.4,40.6,0.7,2.4,-12.7,2.3,1.8,15.5,-0.6
CCOC(=O)c1ccc(N2C(=O)CC(N3CCN(C/C=C/c4ccccc4)CC3)C2=O)cc1 (stereo not drawn),-1.1,48.6,-0.6,7.8,1.0,-27.2,1.5,-22.4,0.4
O=C(NC1CCc2ccccc21)C1CCN(S(=O)(=O)c2ccc(-n3cnnn3)cc2)CC1 (stereo not drawn),4.8,12.9,0.0,-3.3,3.4,-2.5,1.6,-14.5,-0.1
COc1ccc(NC(=S)NCCc2ccccc2)c(OC)c1,4.0,9.2,0.8,1.1,-11.7,-39.8,-1.0,5.6,-0.1
Cc1ccc(/C=C(/C#N)c2nc(CCN3C(=O)c4ccccc4C3=O)cs2)cc1,2.6,-37.8,1.0,3.7,-37.3,-17.3,0.4,-11.5,0.5
Cc1cc(Nc2ccccc2)n(-c2ccc(C(=O)O)cc2)n1,-3.1,-18.1,-0.5,2.7,10.5,20.8,-0.1,-2.7,-0.3
COc1cccc(N2C(C(C)=O)=NN(c3ccccc3)C2c2ccc(N3CCOCC3)cc2)c1 (stereo not drawn),8.9,-21.4,1.3,-0.2,-1.1,45.0,0.8,-2.4,0.7
CCN1CCN(C(=O)c2ccc(Cl)c(S(=O)(=O)N3CCOCC3)c2)CC1,-0.3,-9.2,1.8,-0.8,-10.1,-22.0&21.0,-0.8,1.3,1.1
CC(C)N(Cc1nccn1C)C(=O)c1ccc(OC2CCN(C(=O)C3CC3)CC2)cc1,-13.7,-30.9,1.3,0.6,-0.8,-4.2,1.1,25.0,0.0
C=CCSc1nc2c(cnn2-c2ccc(C)c(C)c2)c(=O)[nH]1,-4.6,34.1,1.3,2.7,-1.2,-1.9,1.0,-2.8,0.2
COc1ccc(Cc2nnc3n2N=C(c2cc4ccccc4o2)CS3)cc1OC,-6.8,x,1.5,10.2,5.2,x,-0.9,-33.1,-0.3
Cn1nc([N+](=O)[O-])nc1S(C)(=O)=O,-4.0,-84.0,0.5,4.6,2.7,-38.9&-8.0,0.5,-1.9,0.8
CC(=O)c1ccc(Nc2cc(C)nc3nc(C)nn23)cc1,0.8,-4.9,2.1,3.7,7.5,24.6,0.6,-38.7,1.4

# One compound at a time, from the list above. Screens in order: NPY2 pot ag, CHOP inh, S1P4 agonist, NPY-Y1 antag, S1P4 antagonist, EP2 modulator, TRPN1 ag, NPY-Y1 PAM-ag, TRPML3 agonist
# COc1ccccc1Nc1nc(N)nc(-c2cc3ccccc3o2)n1 in the list: 1.6, 9.3, 9.4, 4.7, -13.5, -46.7, -2.0, 11.8, -0.8
# Cc1cc(Nc2ccccc2)n(-c2ccc(C(=O)O)cc2)n1 in the list: -3.1, -18.1, -0.5, 2.7, 10.5, 20.8, -0.1, -2.7, -0.3
# O=C(NC1CCc2ccccc21)C1CCN(S(=O)(=O)c2ccc(-n3cnnn3)cc2)CC1 (stereo not drawn) in the list: 4.8, 12.9, 0.0, -3.3, 3.4, -2.5, 1.6, -14.5, -0.1
# CC(C)N(Cc1nccn1C)C(=O)c1ccc(OC2CCN(C(=O)C3CC3)CC2)cc1 in the list: -13.7, -30.9, 1.3, 0.6, -0.8, -4.2, 1.1, 25.0, 0.0
# Nc1nc(CN2CCOCC2)cs1 in the list: 2.1, 7.4, 0.8, 4.2, 2.0, 21.0, 1.2, -13.4, 1.2

# Assay outcomes deposited in PubChem BioAssay by several laboratories.

# Random draw from the library. About 6.5% of those tested had a hit in this group.
